Screening results from PubChem BioAssay.
Bcl-B displacement = displacers of TR3 peptide from Bcl-B, primary screen, selectivity assay for Bfl-1 inhibitor project, biochemical, fluorescence polarization | FP displacement of FITC-TR3 peptide from Bcl-B; higher % means a stronger effect | displacement, % at 20 µM; hits with a dose series show IC50 in µM | 96,000 compounds, 0.11% hits | AID 748, 2007;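 active means displacement above 50% at 20 µM plus a fluorescence interference ratio under 1.5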;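 further: plate controls were wells without compound for no effect and wells lacking Bcl-B protein for full effect; a part of the inactive calls stands beside numbers as strong as those of hits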
PLAP inhibition = PLAP enzyme inhibitors, biochemical, luminescence, HTS (AID 690). purified PLAP, luminescent substrate; higher % means a stronger effect. one-dose inhibition, % at 20 µM; IC50 in µM for titrated hits. 96,000 compounds, 0.08% hits; in the data active means a potency from the dose series; inactive means the rest, 99 in 100 with inhibition below about 30%; further: strong numbers were not always called active
NFkB transloc inh = inhibitors of IL-1B driven NFkB p65 nuclear import, primary screen, imaging, HUVEC, IL-1B stimulus, high-content imaging; inhibition, % at 2 µM; HUVEC IL-1B NFkB p65 nuclear translocation imaging; 94,000 compounds, 0.43% hits;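 active means inhibition above about 30% together with a positive call from visual inspection of the well image, limit read from the data; inconclusive means inhibition above a set limit but visual check negative; inactive means inhibition not above a set limit, visual check negative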;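 further: nuclear over cytoplasmic p65 intensity ratio measured by imaging; 0% = IL-1B stimulated DMSO wells and 100% = unstimulated DMSO wells; values of inactives mirror those of a sister screen read the other way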
NFkB transloc pot = enhancers of NFkB p65 translocation in HUVEC – imaging, IL-1B stimulus, high-content imaging, primary screen. HUVEC IL-1B NFkB p65 nuclear translocation imaging. activation, % at 2 µM. 94,000 compounds, 0.3% hits. AID 819, 2007;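 active means activation above 40%, about the mean plus 3 SD, also judged a hit on visual image review; inconclusive means activation above 40% but not a hit on visual review; inactive means activation not above 40% and no visual hit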;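 further: percent activation is computed from the nuclear over cytoplasmic p65 intensity ratio; values of inactives mirror those of a sister screen read the other way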
MRP reversal = reversal of MRP1-mediated doxorubicin resistance, primary screen, H69AR cells, doxorubicin co-treatment | 85,000 compounds, 0.04% hits | AID 602, 2007 | differential viability (reversal), % at 10 µM | H69AR cells + 2 uM doxorubicin, CellTiter-Glo, 72 h;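 active means viability drop by adding the cancer drug above about 55%, with treated viability meeting a 40% cutoff, limit read from the data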;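 further: viability without doxorubicin minus viability with 2 µM doxorubicin for each compound; larger differential means the compound sensitizes cells more to doxorubicin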
MRP reversal cytotoxicity = further read-out of MRP reversal, marked with its call; viability, %; H69AR cells, CellTiter-Glo, 72 h; measured here: cytotoxicity without doxorubicin
MRP reversal with doxorubicin = further read-out of MRP reversal, marked with its call; viability, %; measured here: viability with 2 uM doxorubicin; hits give low values
NFkB transloc inh cell count 2 µM = further read-out of NFkB transloc inh, marked with its call; cell count; measured here: cells passing quality filter;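 raw number of nuclei counted in each imaged well without normalization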
NFkB transloc pot cell count 2 µM = second read-out of NFkB transloc pot, no call of its own (marks repeat the call); cell count; measured here: cells passing quality filter
* = called active by the depositor; ? = inconclusive; . = not tested or not shown. The list is partial; count on the stated rates, not on these rows.

SMILES	Bcl-B displacement	PLAP inhibition	NFkB transloc inh	NFkB transloc inh cell count 2 µM	NFkB transloc pot	NFkB transloc pot cell count 2 µM	MRP reversal	MRP reversal cytotoxicity	MRP reversal with doxorubicin
COc1ccc(-c2n[nH]c(C)c2-c2cc(OC)ccc2O)cc1	-3.9%	-103.2%	-4.8	169	4.8	169	7.4	98.5	91.1
COc1ccc(C(=O)N(CN2CCCC2=O)c2nccs2)cc1OC	-5.7%	1.8%	2.9	142	-2.9	142	-3.9	68.7	72.6
COc1ccc(-c2noc(-c3ccc(Br)o3)n2)cc1OC	-3.9%	29.0%	-20.2	147	20.2	147	-18.3	80.5	98.8
Cc1noc(C)c1S(=O)(=O)Nc1c(C)n(C)n(-c2ccccc2)c1=O	-5.6%	-11.7%	-16.8	80	16.8	80	8.7	95.0	86.2
CCOc1nc(Nc2ccc(F)cc2)nc(N2CCN(c3ccc(OC)cc3)CC2)n1	-11.6%	16.4%	-13.7	129	13.7	129	3.5	91.7	88.3
CCNc1nc(Oc2ccc(=O)n(-c3ccccc3)n2)nc(N2CCOCC2)n1	-4.9%	-28.3%	-20.6	97	23.1	97	-39.3	48.4	87.7
Cc1ccc(Cn2ccc(NC(=O)c3cc(-c4ccc(F)cc4)on3)n2)cc1	-11.6%	4.5%	-4.5	113	4.5	113	-2.0	100.8	102.8
O=C(CN1CCN(c2ccccc2)CC1)Nc1ccc(Oc2ccccc2)cc1	6.6%	5.5%	6.8	148	-6.8	148	15.2	97.5	82.3
CN1CCc2nc(SCC(=O)Nc3ccc(Cl)cc3)c(C#N)cc2C1	.	.	-3.6	150	3.6	150	4.3	81.9	77.7
CCCSc1nc2sc3c(c2c(=O)[nH]1)CCN(Cc1ccccc1)C3	62.2%	-25.7%	13.9	162	-13.9	162	.	.	.
CC12CN3CC(C)(CN(C1)C3c1ccc3ccccc3c1O)C2=O (configuration not stated)	-2.4%	-5.5%	-0.3	102	0.3	102	4.5	100.7	96.1
COCC(=O)Nc1nnc(C2CCCCC2)s1	-9.5%	-0.9%	1.0	122	-1.0	122	-0.2	97.8	98.0
Cc1c(NC(=O)CCCOc2ccccc2)cccc1[N+](=O)[O-]	-1.5%	-12.7%	-3.2	81	3.2	81	.	.	.
Cc1nc(N2CCOCC2)c2oc3ccccc3c2n1	-1.0%	4.9%	7.2	117	-7.2	117	-8.3	58.7	67.0
O=C(c1ccccc1)c1nn(-c2cccc(Cl)c2)c2nc(-c3ccccc3)cc(=O)n12	-4.2%	10.2%	-3.1	158	3.1	158	.	.	.
CC(=O)NC(Cc1c[nH]c2ccccc12)C(=O)OCC(=O)Nc1ccc2c(c1)OCO2 (configuration not stated)	0.1%	10.9%	-57.4	119	?	.	-12.2	12.6	24.9
CC(=O)c1ccc(-n2nnnc2SCC(=O)NNC(=O)c2ccco2)cc1	6.1%	-122.0%	-10.2	160	10.2	160	.	.	.
Cc1cc(C)c(NC(=O)c2cc3c(nc4sccn43)s2)c(C)c1	.	-30.9%	-10.8	92	10.8	92	18.3	91.2	72.9
COc1ccccc1-c1nc(-c2ccc(Br)o2)no1	9.8%	5.2%	2.0	156	-2.0	156	-13.6	65.4	79.0
CC(C)N=C(NC#N)SCc1ccc(Br)cc1	-4.0%	-6.7%	6.7	123	-6.7	123	-19.2	97.8	116.9
COc1cccc(C2(CSc3nnc(-c4cc(OC)c(OC)c(OC)c4)o3)OCCO2)c1	2.0%	-29.3%	.	.	.	.	.	.	.
COc1ccc(Nc2nc(C)cc(C)c2C#N)cc1	-3.2%	12.3%	2.5	114	-2.5	114	3.0	95.4	92.5
COc1cccc(CNCCSc2nnnn2C)c1	7.7%	12.0%	10.1	188	-10.1	188	-3.5	100.4	103.9
COc1ccc(S(=O)(=O)NCC(=O)N(CC(=O)NCC2CCCO2)c2cc(C)ccc2C)cc1 (configuration not stated)	7.0%	-64.9%	2.4	63	-2.4	63	-52.2	36.7	88.9
O=C(c1ccc2c(=O)n(-c3ccccc3)c(=O)[nH]c2c1)N1CCCCC1	-2.2%	6.1%	15.7	100	-15.7	100	11.8	80.8	69.0
O=C(Nc1nc(=O)n(C(=O)C2CC2)s1)c1ccccc1	-1.5%	3.5%	-2.1	149	2.1	149	.	.	.
COCCNC(=O)CCn1c(=O)oc2ccccc21	6.9%	15.3%	.	.	.	.	-4.6	98.0	102.7
Cn1c(SCC(=O)Nc2cccc(F)c2)nnc1-c1cccnc1	-3.8%	9.6%	.	.	.	.	-11.3	95.6	106.9
Cc1cccc(OCCNc2cc(N3CCOCC3)ccc2[N+](=O)[O-])c1	0.0%	8.9%	-1.3	132	1.3	132	.	.	.
CC1C(c2ccccc2)N(C)C(c2ccccc2)CC1(O)c1ccccc1 (configuration not stated)	-6.6%	37.8%	-4.3	184	0.2	79	10.2	46.5	36.3

Laid out differently: results already given.
| mol | Bcl-B displacement | PLAP inhibition | NFkB transloc inh | NFkB transloc inh cell count 2 µM | NFkB transloc pot | NFkB transloc pot cell count 2 µM | MRP reversal | MRP reversal cytotoxicity | MRP reversal with doxorubicin |
| --- | --- | --- | --- | --- | --- | --- | --- | --- | --- |
| CC(=O)c1ccc(-n2nnnc2SCC(=O)NNC(=O)c2ccco2)cc1 | 6.1% | -122.0% | -10.2 | 160 | 10.2 | 160 | . | . | . |
| Cc1cc(C)c(NC(=O)c2cc3c(nc4sccn43)s2)c(C)c1 | . | -30.9% | -10.8 | 92 | 10.8 | 92 | 18.3 | 91.2 | 72.9 |

Continued.
SMILES	Bcl-B displacement	PLAP inhibition	NFkB transloc inh	NFkB transloc inh cell count 2 µM	NFkB transloc pot	NFkB transloc pot cell count 2 µM	MRP reversal	MRP reversal cytotoxicity	MRP reversal with doxorubicin
O=C(Nc1ccc2c(c1)OCCO2)c1ccc(Br)o1	7.0%	0.1%	8.1	107	-8.1	107	-1.9	79.9	81.8
Cc1csc(CCc2nc(C)cs2)n1	-7.7%	14.6%	-0.8	172	0.8	172	19.8	90.7	71.0
CCCCN(c1ccccc1)c1ncnc2nc[nH]c12	-2.5%	-90.3%	.	.	.	.	-17.9	82.6	100.5
CCOc1ccc2nc(NC(=O)CSc3nc4cccnc4n3C)sc2c1	1.1%	-0.5%	1.7	87	-1.7	87	-10.1	26.4	36.6
CCN(CC)C(=O)C1CCCN(C(=O)Nc2ccc(NC(=O)N3CCCC(C(=O)N(CC)CC)C3)cc2)C1 (configuration not stated)	-6.1%	-47.5%	3.0	163	-3.0	163	6.1	91.2	85.1
COc1ccc(CNC(=O)c2ccc(NC(=O)CC3SC(N4CCCCC4)=NC3=O)cc2)cc1 (configuration not stated)	-0.7%	-83.8%	.	.	.	.	5.7	100.2	94.5
COc1cc(S(=O)(=O)NC(C)C)ccc1Cl	0.1%	0.5%	5.7	68	-5.7	68	11.2	104.5	93.3
Cc1ccnc(NC(=O)C2CCC(CNc3c(N4CCCC4)c(=O)c3=O)CC2)c1 (configuration not stated)	4.8%	-22.5%	17.6	41	-17.6	41	.	.	.
CCc1nnc(NC(=O)CSc2ncnc3c2oc2ccccc23)s1	-34.7%	-30.8%	-4.4	182	4.4	182	5.2	100.1	94.9
N#Cc1c(-c2ccc3c(c2)OCO3)ccn2nc(-c3cccc(C(F)(F)F)c3)nc12	-3.0%	13.9%	-12.4	147	12.4	147	.	.	.
O=C(COC(=O)C12CC3CC(CC(C3)C1)C2)NCCc1ccccc1	7.5%	-72.6%	14.9	132	-14.9	132	.	.	.
Cc1cccc2cc(/C=N/NC(=O)CN3CCOCC3)c(Cl)nc12	19.6%	1.6%	-30.8	114	30.8	114	.	.	.
CCCc1cc(C(=O)NNC(=S)NC(C)c2ccccc2)cs1 (configuration not stated)	-18.2%	-1.0%	2.2	178	-2.2	178	.	.	.
O=C(NCc1cccnc1)NC1(C(F)(F)F)Oc2ccccc2O1	2.0%	12.3%	-25.0	147	25.0	147	-14.9	27.6	42.5
Cc1cccc(OCC(=O)N2CCC(N3CCOCC3)CC2)c1	-2.3%	-6.3%	4.5	112	-4.5	112	-5.0	95.5	100.5
O=C(Nc1cccc(-c2nc3ccccc3[nH]2)c1)c1cccc(NC(=O)c2ccco2)c1	-60.0%	-63.3%	-15.4	175	15.4	175	0.0	1.2	1.3
CC12CCC(=O)N1c1c(sc3nc(N4CCOCC4)c4c(c13)CCCC4)C(=O)N2 (configuration not stated)	-1.8%	-25.1%	-5.7	105	5.7	105	5.4	81.0	75.6
CC(=O)C1=C(O)C(=O)N(Cc2ccccc2)C1c1ccco1 (configuration not stated)	.	1.2%	.	.	.	.	5.2	105.8	100.7
CCn1c(SCC(=O)Nc2ccccc2OC)nnc1-c1cnccn1	-1.4%	4.3%	5.8	152	-5.8	152	-22.2	52.6	74.9
COc1ccc(NC(=O)CSc2nnc(Cn3nnc4ccccc43)n2C)cc1	12.8%	24.1%	-6.7	114	6.7	114	-25.1	72.2	97.3

Brought forward from above: two entries, followed by the next part.
SMILES	Bcl-B displacement	PLAP inhibition	NFkB transloc inh	NFkB transloc inh cell count 2 µM	NFkB transloc pot	NFkB transloc pot cell count 2 µM	MRP reversal	MRP reversal cytotoxicity	MRP reversal with doxorubicin
CCn1c(SCC(=O)Nc2ccccc2OC)nnc1-c1cnccn1	-1.4%	4.3%	5.8	152	-5.8	152	-22.2	52.6	74.9
COc1ccc(NC(=O)CSc2nnc(Cn3nnc4ccccc43)n2C)cc1	12.8%	24.1%	-6.7	114	6.7	114	-25.1	72.2	97.3
CC1(C)CC(=O)C2=C(C1)NC(Nc1nc3ccccc3o1)=NC21CCCC1	3.1%	-13.7%	-13.8	151	13.8	151	-22.3	41.9	64.2
CCOC(=O)c1cnc(Nc2ccc(OCC)cc2)nc1C	-4.8%	9.2%	.	.	.	.	-2.2	80.0	82.2
Nn1cnnc1N/N=C/c1cc(Br)cc(Br)c1O	-121.0%	-30.7%	-1.2	106	1.2	106	.	.	.
C=CCSc1nc2nc(C)cc(C)n2n1	-0.7%	8.4%	.	.	.	.	4.6	99.8	95.2

Some entries already given, showing only PLAP inhibition and MRP reversal:
molecule	PLAP inhibition	MRP reversal
Cc1csc(CCc2nc(C)cs2)n1	14.6%	19.8
CCCc1cc(C(=O)NNC(=S)NC(C)c2ccccc2)cs1 (configuration not stated)	-1.0%	.
CCOc1nc(Nc2ccc(F)cc2)nc(N2CCN(c3ccc(OC)cc3)CC2)n1	16.4%	3.5

Rewritten bar-delimited: entries from further up
Molecule | Bcl-B displacement | PLAP inhibition | NFkB transloc inh | NFkB transloc inh cell count 2 µM | NFkB transloc pot | NFkB transloc pot cell count 2 µM | MRP reversal | MRP reversal cytotoxicity | MRP reversal with doxorubicin
CC1(C)CC(=O)C2=C(C1)NC(Nc1nc3ccccc3o1)=NC21CCCC1 | 3.1% | -13.7% | -13.8 | 151 | 13.8 | 151 | -22.3 | 41.9 | 64.2
CCOC(=O)c1cnc(Nc2ccc(OCC)cc2)nc1C | -4.8% | 9.2% | . | . | . | . | -2.2 | 80.0 | 82.2
Nn1cnnc1N/N=C/c1cc(Br)cc(Br)c1O | -121.0% | -30.7% | -1.2 | 106 | 1.2 | 106 | . | . | .
C=CCSc1nc2nc(C)cc(C)n2n1 | -0.7% | 8.4% | . | . | . | . | 4.6 | 99.8 | 95.2
